# CendR NRP1 mod: alters CendR peptide binding to human NRP-1 | inhibition, % at 25 µM | 360,000 compounds, 0.85% hits | FAM-RPARPAR peptide binding to NRP-1, fluorescence polarization | O14786;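 active means inhibition or corrected inhibition above about 18%, plus a signal ratio from 0.5 to 1.5, limit read from the data, passing the limit was not always enough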; further: strong numbers were not always called active
# MsrA act: bovine methionine sulfoxide reductase A activation; purified bovine MsrA, absorbance read-out; activation, % at 10.6 µM; 360,000 compounds, 0.3% hits; in the data active means activation above about 7.5%;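 further: 0% = vehicle and 100% = reference activator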
# FAS TE block: inhibitors of human fatty acid synthase thioesterase domain. recombinant FAS-TE, OMFH fluorogenic substrate, fluorescence endpoint. P49327. inhibition, % at 15 µM. AID 602261. 360,000 compounds, 0.67% hits;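 active means compounds whose normalised, plate-corrected inhibition of enzyme fluorescence in the single-dose primary screen is 50% or more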;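 further: 0% = DMSO with enzyme and 100% = substrate without enzyme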
# eLon inh: E. coli protease La inhibition. 360,000 compounds, 0.42% hits. AID 602123. purified E. coli Lon protease, fluorescence polarization. inhibition, % at 7.94 µM. P0A9M0; in the data active means inhibition above about 13%, passing the limit was not always enough;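 further: 0% = enzyme with probe and DMSO and 100% = no enzyme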
# Neddyl block: inhibitors of human cullin neddylation; P61081+Q13564; TR-FRET cullin neddylation, biochemical; calls only at 25 µM; 360,000 compounds, 0.58% hits; in the data active means inhibition above about 36%
# MsrA inh: inhibits bovine methionine sulfoxide reductase A | purified bovine MsrA, absorbance read-out | inhibition, % at 15.5 µM | 360,000 compounds, 0.75% hits; in the data active means inhibition above about 4.5%;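 further: 0% = vehicle wells with enzyme and 100% = reference inhibitor wells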
# Rin1-Abl PPI inh: inhibitors of human Rin1-Abl protein interaction; TR-FRET Rin1/Abl binding, biochemical; inhibition, % at 7.35 µM; 360,000 compounds, 0.4% hits; in the data active means inhibition above about 5%, passing the limit was not always enough
# SKN-1 inh: inhibitors of C. elegans SKN-1; C. elegans VP596 Pgst-4::GFP/RFP ratio, acrylamide-induced, 24 h; inhibition, % at 21.8 µM; 360,000 compounds, 0.49% hits; AID 624304;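 active means interference check ratio from 0.5 to 1.5 plus GFP to RFP signal ratio inhibition reaching or exceeding a fixed threshold, cut at about 30% in these data, passing the limit was not always enough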; further: some compounds called inactive have numbers as strong as hits
# MT1-MMP act inh: inhibitors of human MT1-MMP activation; HT1080 RFP-PRO-GFP cells, GFP/RFP ratio fluorescence, overnight; percent of plate control window, DMSO zero; P50281; 360,000 compounds, 0.061% hits; AID 651647; GFP/RFP ratio change, % at 20 µM;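 active means GFP/RFP ratio change of at least 30% with cell ATP level not reduced by more than half and red fluorescence within 50% of control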; further: strong numbers were not always called active
#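 Material: RFP-PRO-GFP reporter HT1080 cells. Dosing: single-point 20 µM compound, 1% DMSO. Controls: DMSO and RFP-L50D-GFP cell wells. Timing: cells overnight before dosing, compound overnight, 37 °C, 5% CO2. Measure: GFP/RFP fluorescence ratio.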
# Active calls of the source: *; i = inactive; / = no result given.
SMILES,CendR NRP1 mod,MsrA act,FAS TE block,eLon inh,Neddyl block,MsrA inh,Rin1-Abl PPI inh,SKN-1 inh,MT1-MMP act inh
COc1ccccc1-n1nnnc1SCC(=O)Nc1cc(C)on1,-4,-5,0,-8,i,0.4,2,-1,-2
CCC(CC)c1nnc(NC(=O)[C@@H](NC(=O)c2cccc(C)c2)C(C)C)s1,1,-5,-5,0,i,1.4,0,4,1
CN(C)CCC(O)(c1ccccc1)c1ccccc1,6,0,-7,0,i,/,-2,11,-10
CCOC(=O)Nc1ccc2c(c1)N(C(=O)CCN1CCOCC1)c1ccccc1S2=O (configuration not stated),2,-5,-8,-4,i,-0.1,0,-31,-5
Cc1ccc(CSc2nnc(Nc3ccc(C)cc3)s2)cc1,1,-1,3,-1,i,1.0,-6,9,-1
COc1ccc(CNC(=O)C(=O)NCC2CCCN2S(=O)(=O)c2ccccc2)cc1 (configuration not stated),-4,-1,-5,9,i,0.0,0,6,-2
CCOc1ccc(S(=O)(=O)N2CCN(Cc3ccccc3)CC2)c2cccnc12,4,-11,-8,1,i,-0.5,-1,0,0
CCCCOC(=O)/C(=C/C=C/c1ccccc1)NC(=O)c1ccccc1,-1,-15,17,9,i,2.8,1,-1,-3
CCc1cc(CC)c(/C=N/NC(N)=O)c(CC)c1/C=N/NC(N)=O,9,-1,-3,-1,i,0.9,2,6,-9
CCOc1ccc2cc(/C=C/C(=O)c3ccco3)c(Cl)nc2c1,-91,1,-14,-55,i,1.6,5,7,-74
CC1(C)Cc2nc(Cl)c(C(=O)O)cc2CO1,-1,-1,-7,1,i,0.1,-1,8,-3
O=C(CCN1C(=O)/C(=C/c2ccccc2)SC1=S)NCCCN1CCOCC1,-1,0,-1,-13,i,1.8,0,-6,-1
Nn1c(SCC(=O)Nc2ccc(F)cc2)nnc1C1CCCCC1,-7,-2,-6,0,i,0.0,1,-6,6
Cc1ncc(CN2CCCC(C(=O)Nc3ccc(-c4cccc(F)c4)cc3)C2)n1C (configuration not stated),16,-4,-7,-14,i,1.1,1,8,1
CCCCN1C(=O)NC(c2cccc([N+](=O)[O-])c2)C(C(=O)OCC)=C1C (configuration not stated),4,1,31,-6,i,-0.1,0,-16,-3
CCc1cc(C(=O)N(CC)CC(=O)Nc2ccc(OC)cc2)sc1C,2,1,-4,-16,i,0.2,0,2,-2
COc1cccc(NC(=O)C2(S(=O)(=O)c3ccc(Cl)cc3)CC2)c1,-7,-3,4,-3,i,0.3,1,2,1
O=C(CN1C(=O)/C(=C\c2ccc(F)cc2)Oc2ccccc21)NCc1ccco1,-5,-4,-5,4,i,0.0,0,2,-3
CC(=O)Nc1cccc(-c2nc3ccc(NC(C)=O)cc3[nH]2)c1,12,-2,-5,-8,/,2.1,0,-3,7
O=C(Cn1nnc(-c2ccc(F)cc2)n1)OCC(=O)c1ccccc1,1,-1,7,-3,i,2.3,2,-2,-3
Cc1ccc(C(=O)NNC(=O)C2CCN(c3ncccn3)CC2)cc1,-30,-5,-2,-2,i,-0.1,0,-7,-3
Cn1c(C(O)C(O)c2ccccc2)nc2ccccc21 (configuration not stated),11,0,-2,4,i,-0.6,-1,-5,-4
CCOc1ccsc1C(=O)O,5,-3,-8,-5,i,0.1,-2,-3,9
O=C(c1[nH]c(C(F)(F)F)nc1-c1ccccc1)N1CCN(c2ccccn2)CC1,11,-3,-10,-10,i,-0.3,4,-12,2
Cc1ccc(Cc2ccccc2C(=O)O)cc1,13,6,-8,8,i,-0.4,-2,-3,2
CCSc1nc(O)cc(=O)n1-c1ccc(OC)cc1,-7,-2,-4,8,i,-0.6,1,6,2
Cc1cccc(OC(=O)Cn2c(C(F)(F)F)nc3ccccc32)c1,-2,-4,4,-2,i,1.5,-1,-16,4
CCN1CCN(CCNC(=O)c2ccc3c(c2)N(Cc2ccc(F)cc2)C(=O)c2ccccc2S3=O)CC1 (configuration not stated),6,-2,-4,7,i,-0.9,1,7,1
COc1cc(S(=O)(=O)N2CCCCC2)ccc1NC(C)=O,-4,-3,-9,-11,i,-0.5,2,-3,1
Cc1nn(Cc2c(F)cccc2Cl)c(=O)c2ccccc12,-8,-2,3,2,i,0.0,1,5,1
COc1ccc(Cl)cc1NS(=O)(=O)c1cccc(C(=O)NCCCN2CCOCC2)c1,-1,-7,-7,-8,i,0.3,-2,9,-2
COc1cc(F)c(C2=CC(=O)CC(C)(C)C2)cc1F,8,-4,1,1,i,1.0,1,11,5
COc1ccc(C(=O)NCCS(=O)(=O)N2CCOCC2)cc1,-5,-4,-3,-7,i,0.1,1,-3,-2
COc1ccc(CCN=C(N)NS(=O)(=O)c2cc(F)ccc2OC)cc1,-6,-2,-3,-9,i,1.6,-2,-20,-2
COc1ccc2cc(C(=O)N3CCCC(Nc4ccc(F)cc4)C3)n(C)c2c1 (configuration not stated),-10,-3,9,3,i,0.8,0,-2,-1
O=C(CSc1ccc2nnc(-c3ccncc3)n2n1)Nc1nccs1,12,-4,-4,-3,i,0.0,2,-4,-3
C/C(CC(=O)Nc1cc(C)ccn1)=N\NC(=O)c1cccc(C)c1O,8,-2,-3,-1,i,-0.4,2,1,-9
CCOC(=O)c1c(NC(=O)C2CCCCC2C(=O)O)sc2c1CCCCC2 (configuration not stated),-3,-2,-1,0,i,2.1,0,8,2
CCOC(=O)N1CCN(C(=O)CN(c2ccccc2OC)S(=O)(=O)c2ccc(OC)cc2)CC1,10,0,-18,0,i,-1.4,-1,-2,-2
COc1cccc(CNC(=O)CCCn2c(=S)[nH]c3cc4c(cc3c2=O)OCO4)c1,14,-3,-1,8,i,0.4,-3,9,0
O=S1(=O)CCOCCCN1Cc1cccc(C(F)(F)F)c1,-1,-2,-2,-2,i,-0.7,1,-1,4
COc1ccc(-c2cccc(CCC(=O)N3CCN(c4cc(C)ccc4C)CC3)c2)cc1,-6,-3,28,-8,i,1.5,0,3,-3
Cc1cc(N2CCCCC2)c(F)cc1[N+](=O)[O-],-3,-5,15,4,i,-1.5,-3,-33,6
N#Cc1ccsc1NC(=O)c1ccccn1,-21,-7,-8,2,i,1.6,-4,4,1
COc1ccc(CNC(=O)O[C@H]2Cn3c(=O)ccc(=O)n3[C@@H]3CN(S(=O)(=O)c4ccc(C)cc4)C[C@]23O)cc1OC,0,-2,-9,-2,i,-0.4,-2,2,1
COCCNS(=O)(=O)c1ccc(OCC(=O)OC)c(Cl)c1,-4,-1,-9,-3,i,-1.8,5,-4,1
CCCCNC(=O)CCn1nc(-c2ccccc2)c2ccccc2c1=O,2,-3,-5,-2,i,/,3,0,0
CN(C)S(=O)(=O)c1ccc(C(=O)OCC(=O)NCc2ccccc2)cc1,6,-2,1,-4,i,1.6,0,-10,1

# An excerpt from above in order of molecular weight, rising:
SMILES,CendR NRP1 mod,MsrA act,FAS TE block,eLon inh,Neddyl block,MsrA inh,Rin1-Abl PPI inh,SKN-1 inh,MT1-MMP act inh
N#Cc1ccsc1NC(=O)c1ccccn1,-21,-7,-8,2,i,1.6,-4,4,1
Cc1cc(N2CCCCC2)c(F)cc1[N+](=O)[O-],-3,-5,15,4,i,-1.5,-3,-33,6
C/C(CC(=O)Nc1cc(C)ccn1)=N\NC(=O)c1cccc(C)c1O,8,-2,-3,-1,i,-0.4,2,1,-9
COc1cccc(CNC(=O)CCCn2c(=S)[nH]c3cc4c(cc3c2=O)OCO4)c1,14,-3,-1,8,i,0.4,-3,9,0
COc1ccc(-c2cccc(CCC(=O)N3CCN(c4cc(C)ccc4C)CC3)c2)cc1,-6,-3,28,-8,i,1.5,0,3,-3
COc1ccc(CNC(=O)O[C@H]2Cn3c(=O)ccc(=O)n3[C@@H]3CN(S(=O)(=O)c4ccc(C)cc4)C[C@]23O)cc1OC,0,-2,-9,-2,i,-0.4,-2,2,1

# Next section
SMILES,CendR NRP1 mod,MsrA act,FAS TE block,eLon inh,Neddyl block,MsrA inh,Rin1-Abl PPI inh,SKN-1 inh,MT1-MMP act inh
COC(=O)c1nc2n(n1)C(c1cccc(Cl)c1)C1=C(CC(C)(C)CC1=O)N2 (configuration not stated),-2,-5,-2,0,i,-0.3,0,-19,-5
Cn1nccc1C(=O)N/N=C/c1cccnc1,-4,-4,-7,3,i,-0.8,-1,15,-1
Cn1c(=O)c2cc(NC(=O)Cc3cccnc3)ccc2n1-c1ccc2ccccc2c1,-19,-1,-6,-4,/,1.4,-3,14,-1
CCOc1ccc(OCCC(=O)OCC(=O)Nc2ccc(Cl)cn2)cc1,-5,-2,0,-8,i,2.8,1,-3,3
C/C=N\NC(=O)COc1cc(C)ccc1C,12,-6,-6,-6,i,1.5,1,4,5
O=C(Nc1ccc2[nH]c(=O)[nH]c2c1)Nc1ccc(F)cc1F,1,-1,-9,-2,i,0.2,1,-3,3
COc1ccc(OCc2cc(C(=O)N3CCCN(C(C)=O)CC3)no2)c(Cl)c1,4,-2,-7,6,i,-0.4,0,31,2
CC(OC(=O)C1CCCCC1)C(=O)Nc1ccc(S(N)(=O)=O)cc1 (configuration not stated),15,-3,-6,-6,i,0.2,2,-1,4
COc1ccccc1NC(=O)C1=C(C)NC2=C(C(=O)CCC2)C1c1ccc2c(c1)OCO2 (configuration not stated),-11,-3,3,2,/,0.6,-1,8,8
Cc1nnc2n(C3CCCCC3)c(=O)c3c4c(sc3n12)COC(C)(C)C4,-7,-5,-5,4,i,0.3,0,-4,3
O=S(=O)(Nc1ncccn1)c1ccc(-n2cnnn2)cc1,2,-7,-3,4,i,-1.1,2,4,3
Cc1ccc(C)c(NC(=O)CCN2CCN(c3ccccc3F)CC2)c1,-6,4,-1,-8,i,-0.3,0,5,-6
O=C(NCc1ccco1)c1cccc2ccccc12,-5,-2,-3,-11,i,0.4,4,-17,4
CCn1nc(C)c(C2C(C#N)=C(N)OC3=C2C(=O)CC(C)(C)C3)c1C (configuration not stated),-4,-2,-8,-5,i,-0.9,0,-1,0
CC(C)(C)OC(=O)N1CCC(C(=O)N[C@@H](Cc2ccccc2)C(=O)O)(c2ccccc2)CC1,6,-2,-8,-4,i,-1.0,1,8,2
CCOC(=O)c1cc(C(=O)c2cc(F)ccc2O)coc1=N,-19,-4,-5,-4,i,3.7,-2,13,-1
CCOC(=O)C1=NNC(C(=O)c2ccccc2)C1c1ccc(OC)cc1 (configuration not stated),-2,-4,-3,-7,i,1.1,-1,15,-4
COc1ccc(/C=N/Nc2ccccc2C(=O)O)cc1Cn1cc([N+](=O)[O-])cn1,10,-2,11,-4,i,2.5,-1,-7,0
O=C(Nc1ccc(OCC(=O)N2CCC(Cc3ccccc3)CC2)cc1)c1ccco1,-6,-11,3,2,i,-0.3,0,4,-2
CCC(C)[C@H](NC(=O)N1CCn2c1nc1ccccc12)C(=O)NCc1ccc(OC)cc1 (some centres not stated),-8,1,12,-6,i,-0.6,2,14,5
COc1cc(OC)c(NC(=O)N2CCOCC2)cc1Cl,-15,-1,-6,1,i,-0.5,-4,16,6
O=C(Cn1ccc([N+](=O)[O-])n1)NCC1CCCO1 (configuration not stated),8,-2,-2,5,i,0.5,-3,4,-2
CCCCNC(=O)/C(C#N)=c1\s/c(=C\c2ccccc2OC(F)F)c(=O)n1CCCOC,-13,0,-12,-3,i,-0.8,0,0,-18
O=C1c2ccccc2C(=O)N1CCOCCN1C(=O)c2ccccc2C1=O,6,0,-7,-2,i,0.4,-3,7,-2
Cc1cc(C)nc(CCNC(=O)CC2C(=O)NCCN2Cc2ccccc2)n1 (configuration not stated),11,-1,-6,6,i,0.2,0,14,-2
O=C(CSc1ccccc1)NCC1(N2CCCCC2)CCCCC1,2,-1,-3,-25,i,0.6,-1,5,-6
O=C(CC(=O)NC1CCCCC1)N/N=C/c1ccccc1Cl,-15,-2,-10,6,i,-0.5,1,7,-2

# 2 compounds picked at random from those above:
SMILES,CendR NRP1 mod,MsrA act,FAS TE block,eLon inh,Neddyl block,MsrA inh,Rin1-Abl PPI inh,SKN-1 inh,MT1-MMP act inh
O=C(CSc1ccccc1)NCC1(N2CCCCC2)CCCCC1,2,-1,-3,-25,i,0.6,-1,5,-6
Cc1cc(C)nc(CCNC(=O)CC2C(=O)NCCN2Cc2ccccc2)n1 (configuration not stated),11,-1,-6,6,i,0.2,0,14,-2

# Screening results as filed in PubChem.
